# Bioassay records as filed in PubChem BioAssay.
# NTR1 ag – agonists of NTR1, primary screen, imaging, U2OS cells, beta-arrestin-GFP, high content (AID 493036) | P30989 | NTR1-U2OS beta-arrestin-GFP spot imaging, agonist mode | activation, % at 20 µM | 330,000 tested, 0.17% active;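 active = activation at or above 40% of the spot to cytoplasm intensity ratio, with at least 20 cells analyzed; inconclusive = wells under 20 cells, flagged as cytotoxic or low count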;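 also: 0% = DMSO without peptide and 100% = 100 nM NTR1 peptide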
# Target sequence (P30989 whole entry, looked up): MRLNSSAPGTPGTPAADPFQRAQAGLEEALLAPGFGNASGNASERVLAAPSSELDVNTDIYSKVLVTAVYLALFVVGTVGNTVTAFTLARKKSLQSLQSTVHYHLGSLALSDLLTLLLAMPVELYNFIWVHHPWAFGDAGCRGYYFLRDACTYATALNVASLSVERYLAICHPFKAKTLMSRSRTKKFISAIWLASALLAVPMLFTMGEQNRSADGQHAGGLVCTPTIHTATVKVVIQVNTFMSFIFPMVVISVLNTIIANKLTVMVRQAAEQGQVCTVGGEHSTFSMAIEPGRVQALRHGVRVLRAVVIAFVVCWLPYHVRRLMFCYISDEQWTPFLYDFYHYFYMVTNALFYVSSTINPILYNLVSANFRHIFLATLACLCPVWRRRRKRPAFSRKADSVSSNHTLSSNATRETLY
# Dengue-2 NS5 capping – Dengue-2 NS5 methyltransferase inhibitors, primary screen, biochemical, confirmation dose response (AID 588689). 340,000 tested, 0.3% active. inhibition, % at 25 µM; hits with a dose series show IC50 in µM. Dengue-2 NS5 methyltransferase capping enzyme assay, biochemical; higher % means a stronger effect; in the data active = a potency from the dose series; inconclusive = inhibition above about 29% without an active follow-up result
# MgcRacGAP inhibition – MgcRacGAP GTPase-activating activity inhibitors, confirmation, biochemical, ADP Hunter fluorescence | AID 624330 | 340,000 tested, 0.6% active | MgcRacGAP-stimulated Rac1 GTP hydrolysis, ADP Hunter fluorescence; higher % means a stronger effect; GST-tagged Rac1 F28L mutant substrate | one-dose inhibition, % at 30 µM; IC50 in µM for titrated hits;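 active = first-screen hits whose inhibition reached a set limit at any dose in the follow-up dose series; inconclusive = inhibition above the set first-screen limit but never retested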;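 also: fluorescence reports GDP produced by GAP-driven GTP hydrolysis; strong numbers were not always called active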
# T cell modulator – T cell immune modulation candidate; calls only at 7 µM; 2C CD8+ T cell-vesicle binding, flow cytometry; hits give low values; AID 2052; 330,000 tested, 0.068% active;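 active = response, share of CD8 T cells binding vesicles, and their 90th percentile fluorescence all below set limits, cut at about 80% in these data, passing the limit was not always enough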
#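 Assay system: 2C TCR transgenic mouse naive CD8+ T cells, MACS-purified | Read-out: CD8+ gate FL2 mean fluorescence as % of same-row positive control | Signal: High-throughput flow cytometry with anti-B7-1 and anti-CD8 staining | Timing: Binding step 1.5 h, 37 °C, antibody labelling 20 min, ice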
# K1F lysis inhibition – protection from phage-mediated lysis, alamar blue read-out – E. coli UTI89, K1F phage, bacterial capsule biogenesis inhibitors (AID 488966); E. coli UTI89 K1F phage lysis, alamar blue, 2 h; higher % means a stronger effect; one-dose inhibition, % at 100 µM; IC50 in µM for titrated hits; 340,000 tested, 0.02% active;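 active = phage lysis inhibition, versus mean bacterial control, above a set limit; inconclusive = no clear call, values can overlap the other calls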;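 also: capsule biogenesis inhibitors block K1F phage lysis so surviving cells raise fluorescence; higher fluorescence means more inhibition of phage lysis; actives were called in the ten point dose series up to 300 µM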
# West Nile antiviral – inhibition of WNV-induced cytopathic effect – cell-based, CPE readout (AID 1621) | 290,000 tested, 0.02% active | CPE inhibition, % at 10 µM; hits with a dose series show IC50 in µM | West Nile virus-infected cells, CPE inhibition; higher % means a stronger effect; in the data active = a potency from the dose series; inconclusive = CPE inhibition mostly from about 3.7% at the one dose, without a potency; inactive = the rest, 99 in 100 with CPE inhibition below about 2.2%; also: strong numbers were not always called active
# RSV CPE inhibition – inhibition of RSV-induced cytopathic effect – HEp-2 cells, primary 10 µM value included (AID 2391); 310,000 tested, 0.13% active; HEp-2 cells, RSV-induced CPE inhibition; higher % means a stronger effect; CPE inhibition, % at 10 µM, or IC50 in µM where a hit was titrated; in the data active = a potency from the dose series; inconclusive = CPE inhibition mostly from about 23% at the one dose, without a potency; inactive = the rest, 99 in 100 with CPE inhibition below about 21%; also: strong numbers were not always called active
# SV40 large T antigen – SV40 large T antigen inhibitors, biochemical (AID 1903). SV40 large T antigen ATPase/helicase inhibition assay; higher % means a stronger effect. inhibition, % at 20 µM; hits with a dose series show IC50 in µM. 310,000 tested, 0.39% active; in the data active = a potency from the dose series; inconclusive = inhibition mostly from about 32% at the one dose, without a potency; inactive = the rest, 99 in 100 with inhibition below about 32%; also: strong numbers were not always called active
# Salmonella PhoP GFP – inhibitors of PhoP regulon expression, primary screen, Salmonella Typhimurium, GFP reporter (AID 1863) | S. Typhimurium PhoP-regulated promoter GFP reporter, 4 h; higher % means a stronger effect | one-dose inhibition, % at 50 µM; IC50 in µM for titrated hits | 300,000 tested, 0.16% active;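 active = inhibition over 29.93%, a cutoff 3 SD above the screen mean, later confirmed by dose response; inconclusive = inhibition over 29.93% but no dose response follow-up; inactive = inhibition at most 29.93% or unconfirmed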;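 also: 0% = low Mg2+ inducing control and 100% = high Mg2+ repressing control; strong numbers were not always called active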
# T cell modulator vesicle-bound % – further read-out of T cell modulator, marked with its call; double positive events, %; measured here: CD8+ vesicle-bound cell fraction;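 binding gate set so that unloaded-vesicle control wells show 10% double positive cells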
# NTR1 ag cell count 20 µM – further read-out of NTR1 ag, marked with its call; cell count; measured here: cell count, cytotoxicity flag
# Dengue-2 NS5 capping pilot replicate – second read-out of Dengue-2 NS5 capping, no call of its own (marks repeat the call); inhibition, %; measured here: pilot screen replicate inhibition
# An asterisk follows results filed as active; i = inactive; ? = inconclusive; / = no result given; [ ] = remark or other dose.
# Start of the data: the first 6 compounds, to show the layout:
SMILES,NTR1 ag,NTR1 ag cell count 20 µM,Dengue-2 NS5 capping,MgcRacGAP inhibition,T cell modulator,T cell modulator vesicle-bound %,K1F lysis inhibition,West Nile antiviral,RSV CPE inhibition,SV40 large T antigen,Salmonella PhoP GFP,others
Cc1cc(S(=O)(=O)NCC2CCCO2)c(C)cc1Br (stereo not given),0.1,66,1%,12%,i,52,0.0%,-1.1%,-0.1%,16%,-2%,
CC(C)CNC(=S)NC1CC2CCCC(C1)N2Cc1ccco1 (stereo not given),-0.2,44,-6%,-4%,i,62,0.6%,-0.4%,-1.3%,5%,-3%,
CCNC(=O)Cn1cc(C(F)(F)F)cc(Cl)c1=O,0.3,52,-16%,12%,i,38,0.0%,-0.1%,0.9%,5%,-2%,
CCOC(=O)C1CCN(S(=O)(=O)c2ccc(OC)c(C(=O)N3CCCCC3)c2)CC1,0.3,56,-2%,7%,i,26,0.1%,0.1%,0.4%,-12%,-8%,
COc1ccc(OC)c(N=C(C)C2=C(O)COC2=O)c1,-1.1,49,0%,14%,i,8,0.2%,0.0%,2.4%,-2%,3%,
C/C(=N\NC(=O)CSc1nc(C)cc(C)n1)c1ccc([N+](=O)[O-])cc1,0.0,39,/,/,i,27,/,-0.5%,-0.7%,8%,1%,

# The list itself, repeating the preview:
SMILES,NTR1 ag,NTR1 ag cell count 20 µM,Dengue-2 NS5 capping,MgcRacGAP inhibition,T cell modulator,T cell modulator vesicle-bound %,K1F lysis inhibition,West Nile antiviral,RSV CPE inhibition,SV40 large T antigen,Salmonella PhoP GFP,others
Cc1cc(S(=O)(=O)NCC2CCCO2)c(C)cc1Br (stereo not given),0.1,66,1%,12%,i,52,0.0%,-1.1%,-0.1%,16%,-2%,
CC(C)CNC(=S)NC1CC2CCCC(C1)N2Cc1ccco1 (stereo not given),-0.2,44,-6%,-4%,i,62,0.6%,-0.4%,-1.3%,5%,-3%,
CCNC(=O)Cn1cc(C(F)(F)F)cc(Cl)c1=O,0.3,52,-16%,12%,i,38,0.0%,-0.1%,0.9%,5%,-2%,
CCOC(=O)C1CCN(S(=O)(=O)c2ccc(OC)c(C(=O)N3CCCCC3)c2)CC1,0.3,56,-2%,7%,i,26,0.1%,0.1%,0.4%,-12%,-8%,
COc1ccc(OC)c(N=C(C)C2=C(O)COC2=O)c1,-1.1,49,0%,14%,i,8,0.2%,0.0%,2.4%,-2%,3%,
C/C(=N\NC(=O)CSc1nc(C)cc(C)n1)c1ccc([N+](=O)[O-])cc1,0.0,39,/,/,i,27,/,-0.5%,-0.7%,8%,1%,
c1ccc(C2=Nn3c(nnc3-c3cccnc3)SC2)cc1,1.9,52,2%,6%,i,10,-0.1%,0.3%,-0.8%,17%,3%,
CCOCc1nnc(NC(=O)c2ccc3c(c2)OCO3)s1,0.2,98,2%,7%,i,14,0.1%,0.1%,0.6%,27%,0%,
O=C(Nc1c2c(nn1-c1ccc(F)cc1)CS(=O)C2)c1ccc2c(c1)OCO2 (stereo not given),-0.2,63,3%,6%,i,8,0.9%[50 µM],-0.3%,0.4%,15%,-8%,
Cc1ccc(NC(=S)N(CCN2CCCCC2)Cc2ccco2)cc1,-1.3,49,3%,6%,i,49,-4.7%,-1.2%,-0.1%,-25%,17%,
CC(=O)N(CCCN1CCOCC1)Cc1ccncc1,-1.3,42,2%,4%,i,30,-1.1%,0.2%,0.3%,12%,-4%,
O=C(N/N=C\c1cc(Br)cs1)C1COc2ccccc2O1 (stereo not given),2.8,50,-4%,0%,i,48,-2.1%,-0.4%,3.6%,0%,-17%,
O=C(c1ccc2c(c1)OCO2)N1CCOCC1,0.9,53,1%,12%,i,46,0.0%,-0.3%,0.0%,4%,-6%,
CCCc1cc(=O)[nH]c(SCC(=O)Nc2c(C)cccc2C)n1,0.1,70,-4%,7%,/,/,5.5%,0.0%,0.6%,-1%,0%,
Nc1nc(-c2ccccc2)c(N=Nc2ccc(Cl)cc2)s1,0.9,43,4%,11%,i,44,-2.0%,-0.9%,1.9%,-3%,17%,
COc1ccc(C2=NN(c3nc(-c4ccc(CNC(C)=O)cc4)cs3)C(c3ccco3)C2)cc1 (stereo not given),0.7,62,-35%,12%,i,8,0.0%,-0.8%,6.6%,6%,4%,
CN(C)C(CNC(=O)CN1C(=O)NC2(CCc3ccccc32)C1=O)c1ccco1 (stereo not given),0.4,102,-3%,9%,i,32,0.3%,-0.1%,1.2%,3%,-3%,
COc1cc(S(=O)(=O)Nc2ccc3nc(C)sc3c2)ccc1NC(C)=O,0.2,53,3%,6%,i,10,0.2%[50 µM],/,-0.3%,/,/,
COc1ccc(C2SCCN2S(=O)(=O)c2ccc(NC(C)=O)cc2)cc1 (stereo not given),0.1,66,-1%,-7%,/,/,-0.3%,-0.5%,0.6%,10%,2%,
Cc1ccc(Oc2ccc(OCC(=O)NC(C)C(=O)O)cc2)cc1 (stereo not given),0.2,53,-3%,4%,i,23,1.0%,0.6%,3.7%,7%,-10%,
CC(C)n1c(Oc2ccc(F)cc2)nc2c1c(=O)n(C)c(=O)n2C,2.0,34,-3%,4%,i,19,-0.9%,-1.0%,3.5%,4%,-2%,
CCOC(=O)c1c(NC(=O)CSc2nc3ccccc3s2)sc(C(C)=O)c1C,2.3,31,-1%,11%,i,0,-0.5%,-0.6%,1.0%,-3%,4%,
COc1cc(OC)cc(C(=O)Nc2cccc3nc(C)ccc23)c1,1.4,70,-1%,12%,i,58,0.0%,-0.5%,0.1%,12%,-2%,Dengue-2 NS5 capping pilot replicate=-0.3
CCNC(=O)CON=C1c2ccccc2-c2ccccc21,1.5,37,6%,3%,i,31,-2.4%,-1.1%,5.6%,6%,-9%,
CNC(=O)C(=O)NCCC1CCCCN1S(=O)(=O)c1cccs1 (stereo not given),1.6,59,-7%,1%,i,50,-1.9%,/,1.8%,5%,0%,
Cc1ccc(C(=O)NNC(=O)c2ccoc2C)s1,-1.5,55,-8%,3%,/,/,0.7%[50 µM],/,/,/,/,
Cc1ccc(-c2cn3cc(C)ccc3n2)cc1,-0.7,47,0%,1%,i,56,0.3%,-0.8%,2.9%,4%,6%,
COc1ccc(OC)c(CN(CCN2CCOCC2)C(=O)Nc2ccccc2)c1,1.3,68,-1%,10%,i,51,1.1%,-0.8%,0.8%,10%,-4%,
CCn1cc(S(=O)(=O)Nc2cc(C(=O)OC)ccc2C)cn1,-0.1,64,-3%,4%,i,22,0.1%,-0.5%,2.5%,9%,-2%,
Cn1c(/C=N/Nc2nc3ccccc3[nH]2)nc2ccccc21,4.3,70,-6%,8%,i,50,0.3%,-1.1%,8.0%,1%,-14%,
CCOc1ccc(N=C2C(=O)Nc3ccc(C)c(Br)c32)cc1,23,93,-16%,9%,i,18,2.3%,-0.7%,9.0%,5%,-6%,
COC(=O)c1ccc(C2c3c(oc4cc(C)c(C)cc4c3=O)C(=O)N2CCCN(C)C)cc1 (stereo not given),-0.5,51,/,/,i,62,/,/,-0.9%,1%,3%,
CCN1/C(=C2/SC(=S)NC2=O)Sc2ccccc21,0.1,91,/,2%,i,52,-0.2%,1.4%,-1.8%,13%,0%,
Cc1cc2c3c(c1)C(C)CC(C)(C)N3C(=O)C2=C(C#N)C#N (stereo not given),6.9,73,8%,20%,i,12,-1.1%,-0.7%,9.9%,14%,-9%,
COC(=O)c1cc(NC(=O)/C=C/c2ccccc2)ccc1O,-0.7,50,/,/,i,51,/,0.0%,3.0%,25%,-10%,
O=c1ccc(-c2ccc([N+](=O)[O-])cc2)nn1-c1ccccc1,1.9,105,1%,13%,i,63,-0.2%,-0.6%,1.7%,4%,-6%,
CC1CC(=O)Nc2ccccc2N1C(=O)CSc1nnnn1C (stereo not given),2.8,46,-4%,-8%,i,40,3.8%,/,/,/,/,
Cc1cc(NN)nc(Cc2ccccc2)n1,-0.2,91,0%,4%,i,34,-0.5%[50 µM],-0.2%,2.4%,10%,2%,
c1ccc(C2C/C(=N\N3CCOCC3)c3ccccc3O2)cc1 (stereo not given),4.6,58,-3%,11%,i,34,1.8%,0.5%,-0.1%,4%,19%,
COCCCn1c(=NC(=O)c2ccncc2)c(C#N)cc2c(=O)n3cccc(C)c3nc21,8.5,81,?,17%,i,27,0.0%,0.2%,3.9%,8%,-10%,
CC(C)N1C(=O)S/C(=C\c2ccc(-c3ccc(Cl)c(C(=O)O)c3)o2)C1=O,1.4,53,10%,14%,i,50,-0.4%,-0.8%,8.9%,31%,-10%,
O=C(CSc1n[nH]c(=O)n1-c1ccccc1)N1CCOCC1,1.4,91,2%,9%,i,19,0.4%,0.2%,-0.8%,0%,-13%,
CCOc1cccc(C(=O)Nc2cccc(-c3nc4ncccc4o3)c2C)c1,0.6,65,-5%,9%,i,37,0.6%,0.9%,15%,9%,-6%,
CC(C(=O)NC1=NCCS1)N1C(=O)C2CC=CCC2C1=O (stereo not given),1.1,57,-5%,2%,i,31,-0.6%,/,0.6%,14%,-14%,
Cc1cc(-c2n[nH]c(=S)n2/N=C/c2cccs2)n[nH]1,2.0,51,3%,88µM*,i,43,-1.6%,0.5%,1.2%,55µM*,-6%,
Cc1nccn1CC(O)COc1ccccc1 (stereo not given),-1.1,25,5%,10%,i,50,0.8%,0.0%,1.1%,-5%,5%,
Cc1cccc(C(=O)Nc2sc3c(c2C(=O)O)CCC3)c1,-0.7,59,4%,10%,i,3,0.0%,0.0%,6.3%,22%,-2%,
O=C(N/N=C/c1ccc2c(c1)OCO2)c1ccc(COCC(F)(F)C(F)F)cc1,0.0,107,-4%,7%,i,12,0.0%,-0.6%,-0.2%,8%,-6%,
COc1cc2c(cc1OC)-c1nnc(C)n1C1(CCCC1)C2,2.0,39,-2%,15%,i,46,1.2%,0.5%,1.9%,16%,-5%,
Cc1ccc(N(C)S(=O)(=O)c2cccc(C(=O)OCC(=O)c3c(N)n(C)c(=O)n(C)c3=O)c2)cc1,6.4,65,-9%,-1%,i,47,-5.2%,/,/,/,/,
